High-throughput results: PubChem, NCI
All columns: NCI-60 one-dose screen, growth in % after 48 h at 10 µM unless noted; 100 = growth as untreated, 0 = no growth, -100 = all killed.
UO-31: UO-31 renal cancer; 5.2% of 81,000 active; AID 1794768
786-0: 786-0 renal cancer cells; AID 1794775; 5.1% of 81,000 active
NCI/ADR-RES: NCI/ADR-RES ovarian cells | 4.4% of 81,000 active | AID 1794790
CAKI-1: CAKI-1 renal cancer. 4.7% of 75,000 active. AID 1794772
IGROV1: IGROV1 ovarian cancer; 4.7% of 79,000 active
ACHN: ACHN renal cancer; 4.9% of 81,000 active
TK-10: TK-10 renal cancer cells; 3.9% of 81,000 active; AID 1794769
SN12C: SN12C renal cancer cells | 3.8% of 81,000 active | AID 1794767
The depositor's hits bear a star; · = no result given; & = joins results of further samples; [ ] = dose if it differs, or a comment. Rule for the calls: active = growth percent below 10; inactive = the rest.

SMILES	UO-31	786-0	NCI/ADR-RES	CAKI-1	IGROV1	ACHN	TK-10	SN12C
C=C(C)[C@@H]1CC[C@]2(C(=O)NCCNCCNC(=O)OC(C)(C)C)CC[C@]3(C)[C@H](CC[C@@H]4[C@@]5(C)CCC(=O)C(C)(C)[C@@H]5CC[C@]43C)[C@@H]12	17.4[100 µM]	52.6[100 µM]	52.2[100 µM]	18.6[100 µM]	34.7[100 µM]	23.5[100 µM]	54.0[100 µM]	39.9[100 µM]
O=C(Cc1ccc(OCc2ccccc2)cc1)NCc1ccc2c(c1)OCO2	73.7	88.7	47.8	32.5	60.4	104.4	77.0	89.9
CC1(C)CC(C)(c2ccccc2)c2ccccc21 (configuration not stated)	100.6&91.6	103.9&105.2	108.1&111.9	114.7&96.0	97.3	135.9&102.4	146.7&106.4	113.0&94.3
CCNCCC(=O)N1[C@@H](c2ccc(Cl)cc2)c2[nH]c3ccccc3c2C[C@@H]1OC(C)=O	65.1	94.5	101.3	78.1	80.5	89.2	129.5	92.3
CCCCNc1cc(C(=O)O)cc(S(N)(=O)=O)c1Oc1ccccc1	85.4	103.0	99.1	89.3	108.7	·	104.3	97.1
COc1cc(-c2c(C#N)c(N)n3c(nc4ccccc43)c2C#N)cc(Br)c1OC	17.5	22.2	78.1	69.1	83.5	50.1	11.1	40.1
O=C1Nc2cc(-c3ccc(O)cc3)ccc2/C1=C/c1ccc[nH]1	-3.4*	10.9	-1.9*	2.4*	13.0	4.8*	17.7	13.6
C=C1C(=O)O[C@H]2[C@H]1CC/C(COC(=O)OCCCCO)=C\CC[C@@]1(C)O[C@@H]21	86.7	106.0	105.4	81.1	·	64.7	87.7	·
CN(Cc1ccccc1)c1nc(Cl)c(C2CC(c3ccccc3)=NN2c2ccccc2)s1 (configuration not stated)	81.5	93.9	98.1	68.7	97.2	102.1	115.0	102.8
CC(=O)N(Cc1ccccc1)c1sc2c(CN(C)C)c(O)ccc2c1C#N	88.3	98.7	94.6	88.0	96.0	96.9	98.7	101.2
CCC(C)C1CCCCC1O (configuration not stated)	91.3	108.7	110.4	122.6	137.9	105.2	102.8	104.8
CC1(C)COCCN1CC(O)c1ccc(Br)cc1 (configuration not stated)	97.9	99.2	108.3	88.9	115.0	125.7	106.2	123.1
C=C1C(=O)O[C@H]2[C@H]1CC/C(COC(=O)N[C@H]1C[C@H](O[C@H]3C[C@](O)(C(=O)CO)Cc4c(O)c5c(c(O)c43)C(=O)c3c(OC)cccc3C5=O)O[C@@H](C)[C@H]1O)=C\CC[C@@]1(C)O[C@@H]21	83.1	43.1	100.0	61.7	56.7	88.9	64.9	34.9
NS(=O)(=O)Oc1ccc(NC(=O)c2ccc(Cl)cc2)cc1	82.2	105.8	96.3	89.9	108.0	103.6	111.3	99.3
c1ccc(-c2nc3ccccc3nc2-c2ccccn2)nc1	83.2	105.9	104.3	100.8	110.7	107.7	104.3	100.3
CCOC(=O)C1=C(Nc2ccc(OC)cc2)C(N)=NC1=N	57.1	59.3	28.4	54.6	65.0	46.6	59.2	57.0
COc1ccc(CNCCCNCc2ccc(OC)c(OC)c2)cc1OC	77.1	110.9	99.1	91.7	102.0	94.9	110.2	99.3
Cc1nc2ccccc2c(=O)n1N	86.0&91.5	106.1&95.1	100.5&104.3	98.1&98.1	110.7&99.0	97.9&97.6	106.6&99.3	100.7&97.3
NCCC(=O)CN	93.2	99.9	107.4	98.1	·	98.9	101.6	98.8
Cc1ccc2nc(NC(=O)CSc3nc(-c4ccccc4)c(C#N)c(=O)[nH]3)sc2c1	81.7	101.8	103.0	89.4	91.4	100.5	102.3	96.1
COc1ccc2c(c1)CCCC21C(=O)Nc2ccc(F)cc21 (configuration not stated)	97.7	98.1	96.5	88.9	99.6	102.3	100.5	95.6
O=C1c2cc3c(cc2-c2c1c1ccc(F)cc1c(=O)n2CCCNCCO)OCO3	-72.2*	-84.8*	-13.8*	-7.5*	-5.1*	-52.7*	-18.9*	-60.4*
CCC(C(=O)O)N1C(=O)CSC1=S (configuration not stated)	89.7	101.2	104.0	97.4	107.6	107.9	101.8	102.6
CC(C)CC(NC(=O)COc1ccc(Cl)cc1Cl)C(=O)O (configuration not stated)	89.6	96.9	103.7	109.2	74.1	114.3	114.3	93.4

Reformatted comma-delimited: entries from further up
canonical_smiles,UO-31,786-0,NCI/ADR-RES,CAKI-1,IGROV1,ACHN,TK-10,SN12C
NS(=O)(=O)Oc1ccc(NC(=O)c2ccc(Cl)cc2)cc1,82.2,105.8,96.3,89.9,108.0,103.6,111.3,99.3
c1ccc(-c2nc3ccccc3nc2-c2ccccn2)nc1,83.2,105.9,104.3,100.8,110.7,107.7,104.3,100.3
CCOC(=O)C1=C(Nc2ccc(OC)cc2)C(N)=NC1=N,57.1,59.3,28.4,54.6,65.0,46.6,59.2,57.0

Other compounds.
SMILES	UO-31	786-0	NCI/ADR-RES	CAKI-1	IGROV1	ACHN	TK-10	SN12C
CCC(C)Oc1cc(/C=N/NC(=O)c2cnn3c2NC(c2ccccc2)C3)ccc1OC (configuration not stated)	53.8	47.6	18.6	35.9	48.1	40.7	70.7	47.0
COc1ccccc1C(=O)/C=C/c1cc2cccc(OC)c2[nH]c1=O	-48.6*	9.3*	3.0*	·	2.9*	4.0*	3.1*	-0.1*
O=C(CSc1nnc(-c2cc(-c3ccc(Cl)cc3)nc3ccccc23)n1-c1ccccc1)Nc1ccc(Cl)cc1	77.6	96.8	99.4	89.5	97.8	106.2	131.9	90.5
Cc1ccc(S(=O)(=O)OCCn2ccc3ccccc3c2=O)cc1	90.8	100.6	114.0	91.2	111.7	98.3	109.2	98.5
O=S(=O)(c1ccc(N/N=C\c2ccccc2)cc1)c1ccc(N/N=C/c2ccccc2)cc1	88.3	83.4	53.1	67.7	72.1	57.4	59.4	64.9
COc1ccc(NC(=O)c2cc(-c3cccc(Cl)c3)no2)cc1	76.5	83.5	107.3	85.7	103.3	102.1	100.3	102.5
Cc1cc(N)n(S(=O)(=O)c2oc(-c3ccccc3)nc2C#N)n1	80.6	90.1	100.1	-49.4*	97.9	5.3*	99.1	83.9
CO[C@@H]1CSS[C@H]1Cn1nc(-c2ccc(Oc3ccccc3)cc2)c2c(N)ncnc21	27.2	55.3	65.8	47.6	80.4	68.2	45.5	73.9
O=C(O)CSC(Nc1ccccc1C(=O)O)c1ccccc1 (configuration not stated)	88.6	103.9	110.2	97.3	109.5	99.6	102.2	103.9
COC(=O)/C=C/c1cc(O)c2oc(-c3ccc(O)c(O)c3)c(C(=O)OC)c2c1	22.6	44.2	-3.3*	19.9	32.4	30.2	46.7	34.4
CC(=O)c1ccc(Nc2nc3ccccc3cc2C=O)cc1	38.3	82.8	94.1	91.8	56.9	51.0	116.5	67.8
O=C(O)c1cc(NC(=O)C(Cl)Cl)cc([N+](=O)[O-])c1	74.2	103.1	97.9	91.1	79.6	98.8	97.1	104.3

Given with each value named: entries from further up
COc1ccc(NC(=O)c2cc(-c3cccc(Cl)c3)no2)cc1
  UO-31 = 76.5; 786-0 = 83.5; NCI/ADR-RES = 107.3; CAKI-1 = 85.7; IGROV1 = 103.3; ACHN = 102.1; TK-10 = 100.3; SN12C = 102.5
CO[C@@H]1CSS[C@H]1Cn1nc(-c2ccc(Oc3ccccc3)cc2)c2c(N)ncnc21
  UO-31 = 27.2; 786-0 = 55.3; NCI/ADR-RES = 65.8; CAKI-1 = 47.6; IGROV1 = 80.4; ACHN = 68.2; TK-10 = 45.5; SN12C = 73.9

Going on with the list:
SMILES	UO-31	786-0	NCI/ADR-RES	CAKI-1	IGROV1	ACHN	TK-10	SN12C
C[C@]12CC[C@@H]3c4ccc(OCCCO)c([N+](=O)[O-])c4CC[C@H]3[C@@H]1CCC2=O	91.1	102.7	84.8	71.0	116.3	85.8	·	91.5
NC(=O)C1=C[C@H]2[C@H]3C=C[C@@]2(O)C(=O)O[C@@H]3O1	54.5	61.4	75.3	46.5	50.9	44.0	·	57.6
Nc1nc(N)c2c(n1)NC(c1ccc(Cl)cc1)C1CCc3ccccc3C1=N2 (configuration not stated)	55.8	64.4	52.5	37.0	77.2	52.7	49.2	65.9
O=S(=O)(c1ncsc1-c1ccccc1)N1CCOCC1	90.7	106.8	103.8	90.5	105.5	100.1	103.8	102.6
O=C(Nc1ccc(-n2ccc3c(NC(=O)c4ccccc4)nccc32)cc1)c1ccc(Cl)c(C(F)(F)F)c1	36.6	22.9	22.9	26.3	36.0	37.1	·	47.9
CCOC(=O)/C=C1\S/C(=N\Nc2cc(=O)[nH]c3ccc(C)cc23)N(Cc2ccccc2)C1=O	72.5	97.1	102.6	88.2	96.6	98.6	105.3	95.2
C(=C\CN1CCCCC1)/CN1CCCCC1	93.2	101.8	103.8	103.0	100.6	106.1	·	95.0
Cc1c(C(=O)Nc2ccccc2)sc2c(=O)[nH]cnc12	71.3	95.6	107.0	83.0	87.7	106.4	95.0	108.9
CCCOC(=O)C(O)c1ccccc1 (configuration not stated)	·	·	109.2	96.3	117.3	98.3	105.9	101.7
CCOc1ccc2c(S(=O)(=O)O)cccc2c1[N+](=O)[O-]	79.1&71.5	110.8&112.7	106.0&102.6	96.1&87.0	113.6&96.3	105.5&103.3	126.3&104.3	102.8&105.7
CC1(C)CC(=O)c2c(nc3ccc(Cl)cc3c2-c2ccccc2)C1	66.0	101.4	81.9	85.5	75.5	93.9	117.6	92.5
C[C@@H](O)CC[C@@]12C(I)=C3CCCC[C@@]3(C)[C@@H]1CCc1cc3c(cc12)OCO3	93.2	93.9	101.8	56.5	102.1	97.8	112.9	103.9
O=C(Oc1ccc(Cl)cc1)c1ccccc1	99.2	96.3	110.0	103.5	108.3	105.0	·	100.9
Nc1nc(N)c2c(n1)NC(c1ccc(F)cc1)CC(c1cccc(Nc3ccncc3)c1)=N2 (configuration not stated)	87.9	79.0	103.5	76.1	77.3	104.1	108.1	86.9
CC1OC(CC(=O)O)Cc2c1c(O)c1c(O)cc(-c3cc(=O)c4c(=O)c5c(c(=O)c=4c3=O)CC(CC(=O)O)OC5C)c(O)c1c2O (configuration not stated)	98.2	98.2	106.3	97.3	115.5	32.1	125.5	104.2
Cc1cc(O)cc(=O)o1	85.2	95.1	97.2	128.9	110.9	95.8	110.7	90.6
CC(C)CCC[C@@H](C)[C@H]1CC[C@H]2[C@@H]3CC=C4c5sc(Nc6cc(C(F)(F)F)cc(C(F)(F)F)c6)nc5CC[C@]4(C)[C@H]3CC[C@]12C	73.4	109.6	102.1	85.6	97.7	106.3	118.9	92.3
CCCCSc1nc2sc3c(c2c(=O)n1-c1ccccc1)CCCCC3	89.9	100.4	98.8	85.8	98.0	96.7	98.3	98.6
COc1ccc2c(c1)c(-c1nc(N)nnc1-c1cn(C)c3ccccc13)cn2C	80.1	89.4	92.4	85.7	73.7	95.8	104.8	93.6
NNC(=S)Nc1ccccc1F	99.6	103.5	118.8	102.7	114.8	108.2	120.4	105.2
CC(=C(C#N)C#N)c1cccc([N+](=O)[O-])c1	87.1	105.2	103.8	102.9	119.3	108.2	118.0	103.5
CC1(C)C(=O)/C(=C\c2cccnc2)C[C@]2(C)[C@H]3CC[C@@H]4[C@@H](C(=O)/C=C/c5ccncc5)CC[C@@]4(C)[C@]3(C)CC[C@@H]12	-94.5*	-55.7*	-0.5*	28.4	-28.1*	-78.8*	65.6	8.1*
O=C1Nc2cc(-c3ccc(NC(=O)C4CC4)cc3)ccc2/C1=C/c1ccc[nH]1	80.2	104.5	105.6	102.4	99.2	105.6	114.9	97.8
C=CCn1cc(-c2nc3ccccc3s2)c2cc(-c3ccc4c5c(cccc35)C(=O)N(CCN3CCOCC3)C4=O)ccc21	89.0	·	98.7	92.8	102.9	102.7	110.4	100.2
CCOC(=O)C[C@@H]1C(=O)N2CC[C@@]3(C(=O)Nc4ccc(Br)cc43)[C@@H]2C[C@@H]1C(=O)OCC	93.9	98.1	99.2	95.6	99.7	101.2	88.5	97.4
C=C1C(=O)O[C@H]2[C@H]1CC/C(COC(=O)NCc1cc3ccccc3[nH]1)=C\CC[C@@]1(C)O[C@@H]21	-100.0*	-84.5*	71.4	·	-20.5*	-75.9*	-54.8*	-56.8*
CCOC(=O)CC1CSC(N/N=C/c2cccc([N+](=O)[O-])c2)=N1 (configuration not stated)	80.0	99.9	106.9	87.1	97.7	105.9	91.8	104.7
CCCC1(C(OC)OC)NC(=O)N(C)C1=O (configuration not stated)	82.0	103.4	99.6	94.8	98.8	105.9	91.3	102.7
CCN1CCN(CC(=O)Nc2cccc(-n3cc(-c4ccncc4)c(-c4ccc(Cl)c(OC)c4)n3)c2)CC1	97.0	94.6	99.7	94.2	101.2	99.1	108.3	105.9
CSc1ncc(Br)c(=O)[nH]1	89.3	99.9	104.7	·	110.0	115.3	94.6	101.8
C=CCSC(=O)Oc1c(Cl)c(Cl)c(Cl)c(Cl)c1Cl	98.4	103.6	101.3	104.0	96.7	103.7	120.0	90.6
COc1cc(OC)c(-c2ncc(-c3ccc(Cl)cc3)[nH]2)c(OC)c1	94.5	98.7	102.1	101.4	27.1	109.1	153.8	103.0
CC(=O)Nc1ccc(N)cc1	90.5	92.3	104.0	97.5	113.7	100.0	96.7	101.0
Clc1ccc(C2=Nc3cccc4cccc(c34)N2)cc1Cl	72.3	110.9	95.8	·	71.8	94.7	97.9	110.0
O=C(NCc1ccc(Cl)cc1Cl)C1CCC(=O)N1C(=O)Nc1ccc(Cl)c(Cl)c1 (configuration not stated)	70.6	99.2	100.9	88.2	96.5	100.3	97.9	94.1
CC(C)(C)OC(=O)N1CCCN(CCNc2nccc(-c3c(-c4cccc(O)c4)nc4sccn34)n2)S1(=O)=O	74.5	87.3	99.0	49.4	79.5	66.6	121.4	82.7
